HP1b chromo inh: HTS for Inhibitors of HP1-beta Chromodomain Interactions with Methylated Histone Tails; Chromobox protein homolog 1 (Homo sapiens), P83916; AlphaScreen HP1-beta / biotin-H3K9me3 peptide binding; Potency, µM (doses to about 114 µM), without a hit: at the highest dose activity change, negative = inhibition, hits mostly inhibitors; actives 0.56% (n = 390,000); AID 540317, 2011; also: potency is read from the fitted curve at half-maximal effect; nearly all actives have a fitted effect of over 70% in size; inactives centre near 23
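HP1-beta protein (50 nM final) preincubated 30 min at room temperature with biotinylated H3(1-18)K9me3 peptide (50 nM) in PBS pH 7.4, 0.01% Tween-20, then compound added for 30 min. AlphaScreen streptavidin donor/nickel chelate acceptor beads (10 ug/mL final), 30 min dark, luminescence read.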
JMJD2A Tudor: qHTS Assay for Inhibitors of JMJD2A-Tudor Domain | actives 4.4% (n = 390,000) | Potency, µM (highest dose often 114 µM), without a hit: top-dose activity change, negative = inhibition, usual class: inhibitors | AlphaScreen JMJD2A-Tudor / H3K4me3 peptide binding; also: potency is read from the fitted curve at half-maximal effect; % is scaled to controls: 0 for no effect and ±100 for the full control effect; nearly all actives have a fitted effect of over 50% in size
Tb PGK inh: qHTS Assay to Find Inhibitors of Phosphoglycerate Kinase; AID 602233, 2012; PGK/GAPDH coupled, Kinase-Glo luminescence, 60 min; Phosphoglycerate kinase, glycosomal (Trypanosoma brucei brucei), P07378; actives 0.043% (n = 380,000); Potency, µM (top dose mostly 57.5 µM), inactives show top-dose activity change, negative = inhibition, most hits filed as inhibitors; also: potency is read from the fitted curve at half-maximal effect; % is scaled to controls: 0 for no effect and ±100 for the full control effect; nearly all actives have a fitted effect of over 60% in size
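Recombinant glycosomal PGK reaction used 1,3-bisphosphoglycerate generated in-well by GAPDH (100nM final) in 100mM TEA pH 7.6, 5mM MgCl2, 0.01% Tween-20. After 60 minutes at room temperature, ATP was read by Kinase-Glo Plus luminescence end-point.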
ERG Ets-DNA blk: qHTS for Small Molecule Inhibitors of the ERG Ets/DNA interaction; Transcriptional regulator ERG (Homo sapiens), P11308; fluorescence polarization, His-ERG Ets domain / labelled DNA; Potency, µM (highest dose often 76.9 µM), inactives show at the highest dose FP activity, negative = inhibition, most hits filed as inhibitors; actives 0.028% (n = 370,000); active = well fitted inhibition curve with a large enough effect in the polarisation, with a control signal flat; inconclusive = small, poorly fitted or top-dose-only effect, or effect the other way, or a change in a side signal; inactive = no such curve, though single readings can be large or run the other way; the % refers to the polarisation;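 also: polarization taken with two DNA probes labelled with fluorescein and Texas red; potency is read from the fitted curve at half-maximal effect; % of control where 0% means no effect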
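His-tagged ERG Ets domain (1 uM in the protein solution; 300mM KCl, 50mM Tris-HCl, 1mM EDTA, 1mM DTT, pH 7.5) received compound, then a probe mix of 5 nM fluorescein-DNA and 100nM Texas-615-DNA. Fluorescence polarization was read for both dyes.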
GLS inhibitor: qHTS for Inhibitors of Glutaminase (GLS). GLS enzymatic activity, qHTS titration. Potency, µM (series often up to 45.5 µM), for inactives: top-dose activity change, negative = inhibition, most hits filed as inhibitors. actives 0.21% (n = 410,000); also: potency is read from the fitted curve at half-maximal effect; % is scaled to controls: 0 for no effect and ±100 for the full control effect
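Compounds were pin-transferred onto hKGA, after which L-glutamine (1 mM solution) and a detection mix of glutamate oxidase, HRP and Amplex Red were added. Initial and 30 min RT fluorescence reads were collected.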
PI4K2A block: qHTS for small molecular inhibitors of PI4K2A; purified PI4K2A, ADP-Glo luminescence, 1 h; hits give low values; activity change, negative = inhibition, % at 76.9 µM; Phosphatidylinositol 4-kinase type 2-alpha (Homo sapiens), Q9BTU6; actives 0.13% (n = 420,000); AID 1346378, 2018; in the data active = activity change below about -50%; inconclusive = mostly about -30% to -49%;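 also: -100% = wells without enzyme as full effect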
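ADP-Glo luminescence measured ADP generated by PI4K2A enzyme (4 ug/mL before mixing) with 1.2 mM PI substrate (pre-mix) and 300 microM ATP (pre-mix). Tris pH7.5 buffer with MgCl2, Triton X-100; 1 h reaction at ambient temperature.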
G9a inh: qHTS Assay for Inhibitors of Histone Lysine Methyltransferase G9a | G9a H3K9 monomethylation, AlphaScreen, 2 h | Histone-lysine N-methyltransferase EHMT2 (Homo sapiens), Q96KQ7 | Potency, µM (series often up to 102 µM), inactives show at the top dose activity, negative = inhibition, actives largely listed as inhibitors | actives 8.8% (n = 350,000); also: potency is read from the fitted curve at half-maximal effect; % is scaled to controls: 0 for no effect and ±100 for the full control effect; nearly all actives have a fitted effect of over 75% in size
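Step 1: enzyme (final 20 nM) with compound, 15 min RT. Step 2: substrate peptide 500 nM and SAM 20 uM, 2 h RT. Step 3: anti-H3K9me1 antibody and AlphaScreen beads, 10 min, then plate read.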
BAZ2B block: qHTS Assay for Inhibitors of BAZ2B | Bromodomain adjacent to zinc finger domain protein 2B (Homo sapiens), Q9UIF8 | actives 4.4% (n = 360,000) | AlphaScreen BAZ2B-H3K14Ac peptide displacement | Potency, µM (top dose mostly 114 µM), inactives show at the top dose activity change, negative = inhibition, hits mostly inhibitors; also: potency is read from the fitted curve at half-maximal effect; % is scaled to controls: 0 for no effect and ±100 for the full control effect; nearly all actives have a fitted effect of over 60% in size
Target sequence (Q9UIF8 whole entry, looked up, the tested form may be a part): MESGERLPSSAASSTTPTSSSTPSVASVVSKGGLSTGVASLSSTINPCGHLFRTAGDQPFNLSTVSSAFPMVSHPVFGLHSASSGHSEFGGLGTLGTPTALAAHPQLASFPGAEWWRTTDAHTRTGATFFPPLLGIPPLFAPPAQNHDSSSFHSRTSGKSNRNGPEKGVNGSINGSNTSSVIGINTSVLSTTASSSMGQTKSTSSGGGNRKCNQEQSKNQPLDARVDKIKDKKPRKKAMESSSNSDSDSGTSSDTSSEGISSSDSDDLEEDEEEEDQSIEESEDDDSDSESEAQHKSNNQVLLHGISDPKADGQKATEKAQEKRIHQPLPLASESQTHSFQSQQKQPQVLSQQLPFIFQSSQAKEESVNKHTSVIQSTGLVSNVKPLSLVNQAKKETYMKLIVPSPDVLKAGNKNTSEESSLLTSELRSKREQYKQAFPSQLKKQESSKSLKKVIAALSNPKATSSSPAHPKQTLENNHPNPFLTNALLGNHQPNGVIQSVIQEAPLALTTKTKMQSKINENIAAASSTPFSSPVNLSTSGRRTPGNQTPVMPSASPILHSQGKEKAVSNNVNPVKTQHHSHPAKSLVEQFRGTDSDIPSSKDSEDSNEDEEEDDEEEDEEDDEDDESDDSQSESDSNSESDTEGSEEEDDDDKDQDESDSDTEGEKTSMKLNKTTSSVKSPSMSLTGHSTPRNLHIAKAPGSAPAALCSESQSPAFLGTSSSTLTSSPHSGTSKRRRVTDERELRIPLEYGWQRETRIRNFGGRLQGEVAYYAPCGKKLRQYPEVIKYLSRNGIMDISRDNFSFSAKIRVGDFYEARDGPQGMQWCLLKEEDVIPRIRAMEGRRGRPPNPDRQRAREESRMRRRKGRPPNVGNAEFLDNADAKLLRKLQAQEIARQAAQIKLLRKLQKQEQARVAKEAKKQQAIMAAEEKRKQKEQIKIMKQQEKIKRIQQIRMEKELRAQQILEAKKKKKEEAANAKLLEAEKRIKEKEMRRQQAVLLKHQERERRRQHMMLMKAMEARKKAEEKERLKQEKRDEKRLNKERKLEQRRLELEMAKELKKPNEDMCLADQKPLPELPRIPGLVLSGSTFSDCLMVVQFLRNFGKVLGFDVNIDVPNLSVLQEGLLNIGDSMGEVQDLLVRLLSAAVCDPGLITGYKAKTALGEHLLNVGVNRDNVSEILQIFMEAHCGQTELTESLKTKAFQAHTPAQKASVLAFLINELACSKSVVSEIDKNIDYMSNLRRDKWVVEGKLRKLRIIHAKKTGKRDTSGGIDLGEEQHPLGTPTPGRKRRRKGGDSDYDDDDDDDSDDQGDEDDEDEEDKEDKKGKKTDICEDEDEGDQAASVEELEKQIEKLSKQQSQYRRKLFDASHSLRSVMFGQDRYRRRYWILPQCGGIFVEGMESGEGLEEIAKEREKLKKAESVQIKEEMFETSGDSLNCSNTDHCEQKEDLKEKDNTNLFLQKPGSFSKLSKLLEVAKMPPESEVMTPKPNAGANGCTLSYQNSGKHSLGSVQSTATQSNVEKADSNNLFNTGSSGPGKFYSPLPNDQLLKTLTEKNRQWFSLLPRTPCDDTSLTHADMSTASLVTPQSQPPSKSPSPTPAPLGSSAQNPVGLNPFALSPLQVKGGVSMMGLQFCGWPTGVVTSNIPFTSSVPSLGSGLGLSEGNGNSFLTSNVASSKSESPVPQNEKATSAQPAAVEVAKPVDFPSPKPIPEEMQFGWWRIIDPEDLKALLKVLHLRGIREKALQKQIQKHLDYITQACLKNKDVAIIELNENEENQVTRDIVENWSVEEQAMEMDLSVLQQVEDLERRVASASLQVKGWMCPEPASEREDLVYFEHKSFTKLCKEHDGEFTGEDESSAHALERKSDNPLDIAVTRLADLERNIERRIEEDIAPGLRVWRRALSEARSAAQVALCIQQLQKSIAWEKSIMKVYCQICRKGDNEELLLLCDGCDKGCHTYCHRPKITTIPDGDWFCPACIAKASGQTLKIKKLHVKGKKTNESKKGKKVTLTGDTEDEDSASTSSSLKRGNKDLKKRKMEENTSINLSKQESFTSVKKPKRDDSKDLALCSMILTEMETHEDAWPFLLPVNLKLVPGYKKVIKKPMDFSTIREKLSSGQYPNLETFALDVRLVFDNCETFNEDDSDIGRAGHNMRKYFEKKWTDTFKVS
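BAZ2B (50 nM) with biotin-H3(5-23)K14Ac peptide (50 nM) in PBS pH 7.4, 0.01% Tween-20, preformed 30 min, then compound 30 min at room temperature; top concentration 110uM. AlphaScreen streptavidin donor/nickel chelate acceptor beads (10 ug/mL final), 20 min dark, signal read.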
Pin1 inhibitor: qHTS Assay to Find Inhibitors of Pin1; Peptidyl-prolyl cis-trans isomerase NIMA-interacting 1 (Homo sapiens), Q13526; Pin1 FP peptide displacement, HiFluor488, 10 min; Potency, µM (top dose mostly 115 µM), for the others: at the top dose activity, negative = inhibition, most hits filed as inhibitors; actives 0.009% (n = 390,000); active = well fitted inhibition curve with a large enough effect in the polarisation, with a control signal flat, not every such curve was filed as active; inconclusive = small, poorly fitted or top-dose-only effect, or effect the other way, or a change in a side signal; inactive = no such curve, though single readings can be large or run the other way; the % refers to the polarisation; also: potency is read from the fitted curve at half-maximal effect; % is scaled to controls: 0 for no effect and ±100 for the full control effect
Starred values were filed as active, the others as inactive; [ ] = remark or other dose. Unless noted, calls follow the shape of the dose curve; as a rule, active = well fitted curve in the direction sought with a large enough effect; inconclusive = small, poorly fitted or top-dose-only effect, or another doubt; inactive = no such curve, though single readings can be large; an effect the other way counts as inactive or inconclusive. Outcome played no part in choosing rows; 11% or so of the library scored in one or more.

For Cc1sc2ncn(CC(=O)NCCCC(=O)NCc3ccc(F)cc3)c(=O)c2c1C the results were HP1b chromo inh 0%, JMJD2A Tudor -11%, Tb PGK inh 0%, ERG Ets-DNA blk 0%, GLS inhibitor -10%, PI4K2A block 2, G9a inh -3%, BAZ2B block 6% and Pin1 inhibitor 1%.
For O=C(CSc1nnc(CNC(=O)C23CC4CC(CC(C4)C2)C3)n1-c1ccccc1)Nc1ccc(F)cc1 the results were HP1b chromo inh 24%, JMJD2A Tudor -13%, Tb PGK inh -3%, ERG Ets-DNA blk -14%, GLS inhibitor 5%, PI4K2A block 1, G9a inh 10%, BAZ2B block -4% and Pin1 inhibitor -6%.
`COc1cc2c(cc1OC)C1(Nc3c-2c(C)nn3-c2ccccc2)C(=O)Nc2ccccc21` (stereo unspecified) gave HP1b chromo inh -26%, JMJD2A Tudor inconclusive, Tb PGK inh -7%, ERG Ets-DNA blk -1%, GLS inhibitor 11%, PI4K2A block -9, G9a inh 71µM*, BAZ2B block -12% and Pin1 inhibitor 48%[activator].
For FC(F)(F)c1cc(-c2ccccc2)nc(N2CCCCC2)n1 the results were HP1b chromo inh 342%[activator], JMJD2A Tudor 190%[activator], Tb PGK inh -1%, ERG Ets-DNA blk 3%, GLS inhibitor 4%, PI4K2A block 3, G9a inh 31%[12.7 µM], BAZ2B block 202%[activator] and Pin1 inhibitor -12%.
O=C(Nc1ccccc1C(=O)NCCc1ccccc1)c1ccco1 was read as HP1b chromo inh 20%, JMJD2A Tudor -20%, Tb PGK inh -5%, ERG Ets-DNA blk 4%, GLS inhibitor -1%, PI4K2A block -5, G9a inh -45%, BAZ2B block 11% and Pin1 inhibitor -4%.
Screening Cc1ccc(CNC(=O)CCc2nc3ccccc3c(=O)[nH]2)cc1 returned HP1b chromo inh 46%[activator], JMJD2A Tudor 7%, Tb PGK inh inactive, ERG Ets-DNA blk 5%, GLS inhibitor 3%, PI4K2A block 4, G9a inh 8%[59 µM], BAZ2B block -2% and Pin1 inhibitor 3%.
Cc1cccc2cc(CN(Cc3cccs3)C(=S)NCC3CCCO3)c(=O)[nH]c12 (stereo unspecified) was read as HP1b chromo inh 4%, JMJD2A Tudor -16%, Tb PGK inh -7%, ERG Ets-DNA blk 4%, GLS inhibitor 6%, PI4K2A block -2, G9a inh 3%, BAZ2B block -31% and Pin1 inhibitor 8%.
Screening O=C(NCCN1CCNC1=O)C1CCC(=O)N(Cc2ccccc2F)C1 (stereo unspecified) returned HP1b chromo inh 29%, JMJD2A Tudor -3%, Tb PGK inh -9%, ERG Ets-DNA blk -14%, GLS inhibitor -11%, PI4K2A block 3, G9a inh inconclusive, BAZ2B block 0% and Pin1 inhibitor 1%.
Cc1ccccc1NC(=O)C1COc2ccccc2O1 (stereo unspecified) was read as HP1b chromo inh 38%, JMJD2A Tudor -19%, Tb PGK inh -6%, ERG Ets-DNA blk 21%, GLS inhibitor -2%, PI4K2A block -2, G9a inh -8%, BAZ2B block 4% and Pin1 inhibitor -11%.
Screening COc1ccc(CCNC(=O)c2c(O)c3ccccc3n(C)c2=O)cc1 returned HP1b chromo inh 61%[activator], JMJD2A Tudor 13%, Tb PGK inh -2%, ERG Ets-DNA blk -2%, GLS inhibitor -2%, PI4K2A block -8, G9a inh 7%, BAZ2B block 11% and Pin1 inhibitor 0%.
Screening CCOC(=O)C1(Cc2ccccc2C)CCCN(C(=O)c2ccc3nccnc3c2)C1 (stereo unspecified) returned HP1b chromo inh 6%, JMJD2A Tudor -16%, Tb PGK inh 10%, ERG Ets-DNA blk -4%, GLS inhibitor 14%, PI4K2A block 3, BAZ2B block -12% and Pin1 inhibitor 11%.
For COc1ccc(-c2oc3ncn4nc(-c5ccc(Cl)cc5)nc4c3c2-c2ccc(OC)cc2)cc1 the results were HP1b chromo inh -4%, JMJD2A Tudor -7%, Tb PGK inh -3%, ERG Ets-DNA blk -1%, GLS inhibitor -12%, PI4K2A block -5, G9a inh -20%[59 µM], BAZ2B block 1% and Pin1 inhibitor -3%.
For Cc1ccc(NC(=O)N(CCCN2CCOCC2)Cc2cc3cc4c(cc3[nH]c2=O)OCO4)cc1 the results were HP1b chromo inh 17%, JMJD2A Tudor -19%, Tb PGK inh -9%, ERG Ets-DNA blk -19%, GLS inhibitor -12%, PI4K2A block -6, G9a inh -17%, BAZ2B block -37% and Pin1 inhibitor -7%.
Screening Cn1c(CN2CCCC2)nc2cc(NC(=O)c3ccco3)ccc21 returned HP1b chromo inh 11%, JMJD2A Tudor -19%, Tb PGK inh -9%, GLS inhibitor -30%, PI4K2A block 1, G9a inh -33%, BAZ2B block 3% and Pin1 inhibitor 0%.
Screening O=C(c1cc(-c2ccccc2)nc2ccccc12)N1CCN(c2ccccn2)CC1 returned HP1b chromo inh 12%, JMJD2A Tudor -32%, Tb PGK inh 1%, ERG Ets-DNA blk -2%, GLS inhibitor -4%, PI4K2A block 0, G9a inh 8%[12.7 µM], BAZ2B block -10% and Pin1 inhibitor 7%.
For CCCn1c(SCC(=O)NCc2ccccc2)n[nH]c1=O the results were HP1b chromo inh 18%, JMJD2A Tudor 1%, Tb PGK inh 1%, ERG Ets-DNA blk 11%, GLS inhibitor -14%, PI4K2A block 2, G9a inh 5%, BAZ2B block 3% and Pin1 inhibitor 2%.
Screening O=C1CCCN1c1ccc(S(=O)(=O)NCc2ccco2)cc1 returned HP1b chromo inh 45%[activator], JMJD2A Tudor inconclusive, Tb PGK inh inactive, ERG Ets-DNA blk -2%, GLS inhibitor -6%, PI4K2A block -6, G9a inh -3%[12.7 µM], BAZ2B block 8% and Pin1 inhibitor -2%.
O=C(COc1ccc(Cl)cc1Br)Nc1ccccc1N1CCCC1 was read as HP1b chromo inh -9%, JMJD2A Tudor inconclusive, Tb PGK inh inactive, ERG Ets-DNA blk 27%, GLS inhibitor 5%, PI4K2A block 1, G9a inh 13%[2.33 µM], BAZ2B block -34% and Pin1 inhibitor 7%.
`O=C(NC1CCCc2ccccc21)c1ccccc1Br` (stereo unspecified) gave HP1b chromo inh 28%, JMJD2A Tudor -7%, Tb PGK inh -7%, GLS inhibitor -14%, PI4K2A block 1, G9a inh 43%[12.7 µM], BAZ2B block 10% and Pin1 inhibitor -4%.
O=C(O)CNC(=O)/C(=C\c1ccc2c(c1)OCO2)NC(=O)c1ccc(Br)cc1 was read as HP1b chromo inh 19%, JMJD2A Tudor -4%, Tb PGK inh -2%, ERG Ets-DNA blk inconclusive, GLS inhibitor -2%, PI4K2A block 0, G9a inh -5%, BAZ2B block -11% and Pin1 inhibitor -11%.
Screening Cc1ccc(-c2csc(N(C)C(=O)c3c(C)nn(-c4ccccc4)c3Cl)n2)cc1 returned HP1b chromo inh 23%, JMJD2A Tudor -12%, GLS inhibitor -3%, PI4K2A block -1, G9a inh -3%[59 µM], BAZ2B block 38% and Pin1 inhibitor 3%.
For c1ccc(CCn2c(C3CC3)nc3ccccc32)cc1 the results were HP1b chromo inh 16%, JMJD2A Tudor -7%, Tb PGK inh inactive, ERG Ets-DNA blk 2%, GLS inhibitor -4%, PI4K2A block -1, G9a inh 23%, BAZ2B block 0% and Pin1 inhibitor 0%.
`NC(=O)c1nn(Cc2ccccc2)c(=O)c2ccccc12` gave HP1b chromo inh 1%, JMJD2A Tudor -5%, Tb PGK inh -4%, ERG Ets-DNA blk -11%, GLS inhibitor 0%, PI4K2A block 2, G9a inh 4%, BAZ2B block 5% and Pin1 inhibitor -10%.
For COc1ccccc1-c1ccc(SCc2ccc([N+](=O)[O-])cc2)nn1 the results were HP1b chromo inh 14%, JMJD2A Tudor -27%, Tb PGK inh -10%, ERG Ets-DNA blk 4%, GLS inhibitor -17%, PI4K2A block -3, G9a inh -41%, BAZ2B block -39% and Pin1 inhibitor 5%.
`Cc1ccc(NC(=O)CCN2C(=O)NC(C)(C)C2=O)cc1F` gave HP1b chromo inh 23%, JMJD2A Tudor 0%, Tb PGK inh 0%, ERG Ets-DNA blk -11%, GLS inhibitor 9%, PI4K2A block 1, G9a inh inconclusive, BAZ2B block 9% and Pin1 inhibitor -4%.
Screening Cc1cccn2c(=O)c3cc(C(=O)N4CCN(Cc5ccccc5)CC4)sc3nc12 returned HP1b chromo inh 69%[activator], JMJD2A Tudor 8%, Tb PGK inh -15%, ERG Ets-DNA blk 1%, GLS inhibitor -4%, PI4K2A block 1, G9a inh -8%[12.7 µM], BAZ2B block 21% and Pin1 inhibitor 3%.
